Screening results from PubChem.
CHT inh: inhibitors of human choline transporter CHT. High affinity choline transporter 1 (Homo sapiens), Q9GZV3. CHT-expressing cells, membrane potential dye, choline response; active compounds read low. B-score at 10 µM. 310,000 compounds, 0.86% hits;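 active = B-score over 3 SD under the library average, and starting fluorescence ratio not unusually high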;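 note: choline stimulus applied at its EC90 after an EC20 pre-addition; B-score computed on integrated fluorescence ratio after choline addition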
Target sequence (Q9GZV3 whole entry, looked up): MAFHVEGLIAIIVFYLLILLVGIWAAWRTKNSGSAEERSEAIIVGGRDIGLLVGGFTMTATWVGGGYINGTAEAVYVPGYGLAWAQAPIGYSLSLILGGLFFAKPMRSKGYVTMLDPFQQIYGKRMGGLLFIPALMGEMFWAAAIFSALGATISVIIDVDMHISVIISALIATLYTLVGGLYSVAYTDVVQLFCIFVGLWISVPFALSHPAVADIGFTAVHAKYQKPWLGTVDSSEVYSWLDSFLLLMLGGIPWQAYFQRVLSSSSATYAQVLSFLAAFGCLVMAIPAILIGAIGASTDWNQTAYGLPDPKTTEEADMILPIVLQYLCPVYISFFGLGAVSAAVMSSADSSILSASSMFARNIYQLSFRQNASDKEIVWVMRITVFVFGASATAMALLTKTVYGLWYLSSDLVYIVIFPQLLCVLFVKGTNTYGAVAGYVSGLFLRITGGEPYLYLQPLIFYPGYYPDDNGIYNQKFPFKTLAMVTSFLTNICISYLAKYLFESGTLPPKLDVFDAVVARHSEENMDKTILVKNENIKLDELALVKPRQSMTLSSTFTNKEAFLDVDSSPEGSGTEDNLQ
Kir21 block: inhibitors of mouse Kir2.1 inward-rectifier potassium channel | B-score at 10 µM | 310,000 compounds, 0.85% hits | Inward rectifier potassium channel 2 (Mus musculus), P35561 | HEK293-Kir2.1, FluxOR thallium flux fluorescence; active compounds read low;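 active = fluorescence ratio B-score at or below minus 3 SD of library scores, with starting-brightness B-score within 2 SD, cut at about -4.2 in these data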;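 note: channel flux triggered by added potassium and thallium sulfate stimulus; B-score of peak minus minimum fluorescence over baseline after thallium stimulus; more negative B-score means stronger Kir2.1 block with less thallium influx; some compounds called inactive have numbers as strong as hits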
Target sequence (P35561 whole entry, looked up): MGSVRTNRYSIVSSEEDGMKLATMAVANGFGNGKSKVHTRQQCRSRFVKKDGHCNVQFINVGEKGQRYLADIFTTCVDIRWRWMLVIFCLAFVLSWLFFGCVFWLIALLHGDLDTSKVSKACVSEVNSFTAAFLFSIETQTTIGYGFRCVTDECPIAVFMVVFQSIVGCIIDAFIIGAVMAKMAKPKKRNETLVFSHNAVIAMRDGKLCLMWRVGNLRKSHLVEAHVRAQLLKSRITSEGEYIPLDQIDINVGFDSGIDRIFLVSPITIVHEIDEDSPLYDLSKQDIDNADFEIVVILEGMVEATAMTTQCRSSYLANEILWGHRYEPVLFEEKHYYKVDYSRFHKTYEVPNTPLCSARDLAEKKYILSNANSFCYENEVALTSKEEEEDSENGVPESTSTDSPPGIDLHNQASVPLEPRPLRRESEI
Numbers without * were called inactive; i = inactive; & = joins results of further samples.

SMILES	CHT inh	Kir21 block
CC(C)CC(=O)Nc1ccnn1C1CCN(C(=O)c2ccc(Cl)cc2F)CC1	i	-0.41
CC(C)Cn1c(SCc2nnc(-c3cccs3)o2)nc(O)cc1=O	i	1.5
COc1ccc(-c2nc3c(c4nnc(SC(C)C(=O)Nc5ccc(C)cc5)n24)COC(C)(C)C3)cc1 (stereo unspecified)	i	0.56
Nc1nc(SCc2ccc(F)cc2)ns1	i	-0.61
CC(=O)Nc1cc(-n2cnnn2)ccc1C	i	0.23
O=C(Nc1nc2ccc(Cl)cc2s1)[C@@H]1CCCN1C(=O)c1cccs1	i	-0.67
COc1ccccc1NC(CC(=O)c1ccccc1)C(=O)OCC(=O)c1ccc(C)c(C)c1 (stereo unspecified)	i	-0.3
Nc1ccc(CN2CCCCCC2)cc1	i	1.2
O=C(CCC1CCCN(C(=O)c2ccc3c(c2)OCCO3)C1)NCc1ccccc1F (stereo unspecified)	i	-0.42
CCCN1CNC(=S)N(c2cc(C)ccc2C)C1	i	0.99
O=C(O)c1ccc(N2C(=O)Nc3ccccc3N2O)cc1	i	-0.3
CCn1c(SCc2nc(-c3ccccc3)no2)nnc1-c1ccco1	-5.2*	-0.01
O=C(NC1CC(=O)N(c2cccc(F)c2)C1)C(=O)c1c[nH]c2ccccc12 (stereo unspecified)	i	-0.14
COc1ccccc1CNC(=O)c1ccc(OC(C)C)cc1	i	0.63
Cc1cc2n(n1)C(c1ccccc1Cl)Nc1ccccc1-2 (stereo unspecified)	i	0.14

Full records, quoted from the list. Order of values: CHT inh, Kir21 block
CC(C)Cn1c(SCc2nnc(-c3cccs3)o2)nc(O)cc1=O in the list: i, 1.5
Nc1ccc(CN2CCCCCC2)cc1 in the list: i, 1.2

Additional records follow:
SMILES	CHT inh	Kir21 block
Cc1c(C(=O)N/N=C/C(C)C)[nH]c2ccc([N+](=O)[O-])cc12	i	1.6
COc1cccc(C2C(C(=O)c3ccc(C)o3)=C(O)C(=O)N2CCN2CCOCC2)c1OC (stereo unspecified)	i	0.34
O=C(Nc1ccccc1C(=O)Nc1ccccn1)c1ccccc1F	i	1.2
CC1C2NC(=O)N(Cc3ccccc3)C1(C)Oc1ccccc12 (stereo unspecified)	i	-2.1
CCc1ccccc1NC(=O)CSc1nc2[nH]c(=O)cc(O)c2s1	i	1.4
COc1ccc(CNC(=O)c2ccc(CN3CCOCC3)cc2)cc1	i	1
CNC(=O)C1CC(=O)N(c2ccc(F)c(Cl)c2)C1 (stereo unspecified)	i	0.03
Cc1ccc(NC(=O)CSc2nc3ccccc3c(=O)n2CCCC(=O)NCC2CCCO2)cc1 (stereo unspecified)	i	-0.31
CCOC(=O)C1CCCN(C(=O)c2ccc(CS(=O)(=O)c3ccc(C)cc3)o2)C1 (stereo unspecified)	i	-1.4
Cc1cccc(NC(=O)c2cc3ccccc3nc2C)c1	i	0.25
C[C@H](NC(=O)C1CCC(CNC(=O)[C@@H]2CCCN2C(=O)OC(C)(C)C)CC1)C(=O)O (stereo partly specified)	i	-0.23
CC(=O)Nc1ccc(SC[C@H](Cc2ccccc2)N2CCN(CC(C)C)CCC2=O)cc1	i	1.3
O=C(CSc1nccn1Cc1ccco1)Nc1ccccc1C(F)(F)F	i	-1.9
CCS(=O)(=O)c1ncc(Cl)c(C(=O)Nc2ccc(S(=O)(=O)N3CCC(C)CC3)cc2)n1	i	-1.1
Cc1nnc(SCC(=O)NC2CCCC2)n1C(C)C	i	-1.3
OC(CNCc1ccc(Cl)cc1)C(F)(F)F (stereo unspecified)	i	0.04
CCn1c(CSCc2ccccc2)n[nH]c1=S	i	0.69
CCN(CC)c1nc(N)c(C#N)c(CC#N)c1C#N	i	0.01
O=C(/C=C/c1ccc(-c2ccccc2[N+](=O)[O-])o1)c1ccco1	i	-2.1
Cc1ccc(NC(=O)COC(=O)C2CC(=O)N(Cc3ccccc3)C2)cc1S(=O)(=O)N(C)C (stereo unspecified)	i	0.41
COCC(=O)NC(C)c1nc2ccccc2[nH]1 (stereo unspecified)	i	1.7
CCOc1ccc(NC(=NCc2ccc3c(c2)OCO3)SC2CC(=O)N(c3ccc(OCC)cc3)C2=O)cc1 (stereo unspecified)	i	1.3
Cc1ccc(OCC(=O)NNC(=O)Nc2ccc(Cl)cc2)c(Br)c1	i	-0.58
COc1ccccc1CN(CC(=O)NCc1ccc2c(c1)OCO2)C(=O)c1csnn1	i	1.2
Cc1nnc(SCC(=O)NCc2ccccc2)n1-c1ccccc1	i	0.09
C/C(=N\NC(=O)c1ccc(CSc2nc(C)cc(C)n2)cc1)c1ccco1	i	-2
CCOC(=O)N1CCC(NC(=O)c2ccc3c(c2)ncn3C2CCCC2)CC1	i	1.6
CC1=CC=CC2=NC(=O)CC(C)(C(=O)N(CC(=O)NC3CCCC3)c3ccc(F)cc3)N12 (stereo unspecified)	i	-0.92
COc1ccc(/C(O)=C2/C(=O)C(=O)N(CCN(C)C)C2c2ccccc2)cc1Cl (stereo unspecified)	i	2.5
CC(=O)N/C(=C/c1ccc2c(c1)OCO2)C(=O)O	i	2
Cc1ccc(S(=O)(=O)N(CC(=O)NCc2cccnc2)C2CCCCC2)cc1	i	-3.3
COc1ccc(N2CCN(C(c3nnnn3CCc3ccccc3)C(C)C)CC2)cc1 (stereo unspecified)	i	0.08
CCN(CC)CCN(C(=O)CN1C(=O)CCC1=O)c1nc2cc3c(cc2s1)OCO3	i	-1
OCCCNC(=S)NC1CCCC1	i	0.16
CSc1ccc(CN(C)C(=O)CNC(=O)CNS(=O)(=O)c2ccc(C)c(C)c2)cc1	i	-1.4
Cc1ccc(CNC(=O)Cc2ccc(NC3=NC4CS(=O)(=O)CC4S3)cc2)cc1 (stereo unspecified)	i	0.17
Cc1ccc(CNC(=O)CCNS(=O)(=O)c2ccc(Br)s2)cc1	i	2
O=c1c2c(-c3cccc([N+](=O)[O-])c3)ccnc2[nH]n1-c1ccccc1	i	0
O=C(CN1C(=O)NC2(CCCCCCC2)C1=O)NC1CCCc2ccccc21 (stereo unspecified)	i	-1.9
Cc1cc(OCc2nnc(SCC(=O)OC3CCCCC3)o2)ccc1Cl	i	1.1
Cc1cc(/C([O-])=C(/C(=S)Nc2ccc(F)cc2)[n+]2ccccc2)c(C)n1Cc1ccccc1Cl	i	0.25
COc1ccccc1C(O)Cc1nc2ccccc2n1C (stereo unspecified)	i	0
CN(Cc1ccc(F)cc1)C(=O)C(c1ccccc1)c1ccccc1	i	-1.2
O=C1NNC(c2ccccc2)=N/C1=C\c1ccco1	i	0.15
CC(Sc1nnc(COc2ccccc2)n1-c1ccccc1)C(=O)O (stereo unspecified)	i	0.46
C/C=C/Cn1cccc(C(=O)Nc2ccc(OC)cc2)c1=O	i	0.5
Cc1ccccc1OCC(=O)N(CC(C)C)c1c(N)n(CC(C)C)c(=O)[nH]c1=O	i	-0.18
Cc1ccc(C)c(NC(=O)c2cc[n+](C)cc2)c1	i	1.2
CN1CCCN(C(=O)/C=C/c2ccc(Cl)cc2Cl)CC1	i	-1.4
CCc1ccccc1NC(=S)N1CCN(c2ccccn2)CC1	i	-0.05
CC(=O)Nc1ccc(S(=O)(=O)N2CCC(C(=O)NCc3ccco3)CC2)cc1	i	0.82
COc1cc(NC(=O)C2CC(c3cccc(Br)c3)=NO2)cc(OC)c1OC (stereo unspecified)	i	-1.4
CS(=O)(=O)N1CCN(c2cccc(Cl)n2)CC1	i	1.1
COc1cccc(CN(C)C(=O)c2cc(COc3ccc(-n4cncn4)cc3)on2)c1	i	-1.4
Cc1nc(N2CCOCC2)nc2c1CCC2	i	1.9
CC(C)(O)CC[C@H](OC(=O)c1ccccc1)[C@](C)(O)[C@H]1CC[C@@]2(O)C3=CC(=O)[C@@H]4C[C@@H](O)[C@H](O)C[C@]4(C)C3CC[C@]12C (stereo partly specified)	i	0.15
O=C(CN1CCCN(S(=O)(=O)c2ccc(F)cc2)CC1)Nc1ccccc1Br	i	0.76
COc1ccc(OCc2nn3c(-c4ccccn4)nnc3s2)cc1	i	-0.5
CC(C)(C)c1ccc(C(=O)NNC(=S)NCC2CCCO2)cc1 (stereo unspecified)	i	-2
CC(=O)Nc1nnc(-c2c(-c3c(Cl)cccc3Cl)noc2C)o1	i	-1.3
Further records
SMILES	CHT inh	Kir21 block
Cc1cc(C(=O)N2CCCC(C(=O)c3cc(F)ccc3F)C2)c(C)o1 (stereo unspecified)	i	-0.09
CN(C)C(CNC(=O)CSc1nc2ccccc2c(=O)n1Cc1ccco1)c1ccccc1 (stereo unspecified)	i	-1.3
CCOC(=O)N1CCN(CCC(=O)Nc2ccc(F)c(F)c2)CC1	i	0.84
O=C(CCc1ccccc1)N/N=C/c1cc(Br)ccc1O	i	0.17
O=C1c2ccccc2-c2nc3ccccc3n21	i	3.6&-2.1
CCCCN1CN=C(Nc2nc3ccccc3o2)NC1	i	1.9
C=C(C)C(=O)Nc1cccc(C2=NOC3(C2)C[C@H](C(N)=O)N(C(=O)CC)C3)c1 (stereo partly specified)	i	-2.2
N/C(=N\N=C\c1ccc(O)c(O)c1)c1nonc1N	i	-0.19
CCOC(=O)c1sc(/N=C/c2c(C)[nH]n(-c3ccccc3)c2=O)c(C#N)c1C	i	-1.4
O=C(CCn1cccc1)NC1CCCc2ccccc21 (stereo unspecified)	i	-0.15
Cc1ccccc1NCN1C(=O)C2CCC(C)(C1=O)C2(C)C (stereo unspecified)	i	-0.39
O=C(NCc1ccncc1)Nc1cccc([N+](=O)[O-])c1	i	0.01
Cc1nnc(NC(=O)CSc2nc3[nH]ncc3c(=O)[nH]2)s1	i	0.89
CCOC(=O)CNc1c(-c2ccc(Cl)cc2)nc2cnccn12	i	-0.6
O=C(COC(=O)c1ncc(Cl)c(Cl)c1Cl)NC1CCS(=O)(=O)C1 (stereo unspecified)	i	0.79
COC(=O)CSc1n[nH]c(-c2ccncc2)n1	i	0.52
CCOC(=O)c1noc(C)c1C(=O)Nc1cccc(F)c1	i	1.3
COc1ccc(NC(=O)NCCN2CCc3ccccc3C2)cc1	i	-1.2
COC(=O)Nc1ccc(S(=O)(=O)N2CCCCCC2)cc1	i	0.51
CC(C)COC(=O)Nc1ccccc1C(=O)N1CCOCC1	i	-0.19
CCOc1ccc(Cl)cc1S(=O)(=O)N1CCCC1	i	-3.6
Cc1ccc2ccccc2c1NC(=O)c1ccco1	i	-1.1
O=C(Nc1ccc2c(c1)OCO2)c1cncc(Br)c1	i	0.05
COc1ccccc1C1CC(c2ccc(C)cc2)Nc2ncnn21 (stereo unspecified)	i	0.09
N#CCCN(C(=O)CO/N=C/c1cccc([N+](=O)[O-])c1)c1ccccc1	i	-0.09
C=CCN1C(=O)/C(=C2/Sc3ccccc3N2CCCS(=O)(=O)O)SC1=S	i	-0.32
O=C(Nc1nnc(-c2cccs2)s1)c1cccc(F)c1	i	-1.9
Cc1c(CN2CCC(CO)(CCOc3ccccc3)CC2)c(=O)n(-c2ccccc2)n1C	i	0.23
Cc1ccc(NC(=S)N2CCCC2)cc1	i	-0.31
C=CCC12C=C(OC)C(=O)OC(OC)(C1O)[C@H](c1ccc3c(c1)OCO3)[C@H]2C (stereo partly specified)	i	0.6
CN(CCO)c1nc(N)c(C#N)c(CC#N)c1C#N	i	-1.1
O=c1c(Br)c(N2CCCCC2)cnn1-c1ccccc1	i	0.08
Cc1ccc(Cl)cc1NC(=O)N(C)CCO	i	1.1
CCCn1c(SCC(=O)Nc2nnc(CC)s2)nnc1-c1ccncc1	i	2.6
CC(C)C(C(=O)Nc1ccc(S(N)(=O)=O)cc1)N1C(=O)c2ccccc2C1=O (stereo unspecified)	i	0.77
O=Cc1ccccc1OCCOc1ccccc1C=O	i	-0.38
Cc1nc(NC(=O)c2ccncc2)sc1C(=O)N(C)C	i	0
CCOC(=O)N1CCN(c2ccc(Cl)c(Cl)c2)CC1	i	-0.26
COc1ccc(Oc2nc3ccccc3n3cccc23)cc1	i	0.62
Cc1cccc(CNC(=O)c2ccccc2N)c1	i	2
Cc1cc(O)c(C(=O)/C=C/c2ccccc2O)c(=O)o1	i	-0.53
O=S1(=O)N=C(N/N=C/c2ccc(Br)o2)c2ccccc21	i	1.4
COc1cc(/C=C2/NC(=O)NC2=O)ccc1OCC(=O)Nc1ccc(F)cc1	i	0.15
CNC(=S)NCCc1ccc(OC)cc1	i	-0.02
CCOc1cc(C)c(S(=O)(=O)N2CCCC2)cc1C	i	-1

Filtered by structure, the entries above containing two or more sulfur atoms
SMILES	CHT inh	Kir21 block
CC(C)Cn1c(SCc2nnc(-c3cccs3)o2)nc(O)cc1=O	i	1.5
Nc1nc(SCc2ccc(F)cc2)ns1	i	-0.61
O=C(Nc1nc2ccc(Cl)cc2s1)[C@@H]1CCCN1C(=O)c1cccs1	i	-0.67
CCc1ccccc1NC(=O)CSc1nc2[nH]c(=O)cc(O)c2s1	i	1.4
CCS(=O)(=O)c1ncc(Cl)c(C(=O)Nc2ccc(S(=O)(=O)N3CCC(C)CC3)cc2)n1	i	-1.1
CCn1c(CSCc2ccccc2)n[nH]c1=S	i	0.69
CSc1ccc(CN(C)C(=O)CNC(=O)CNS(=O)(=O)c2ccc(C)c(C)c2)cc1	i	-1.4
Cc1ccc(CNC(=O)Cc2ccc(NC3=NC4CS(=O)(=O)CC4S3)cc2)cc1 (stereo unspecified)	i	0.17
Cc1ccc(CNC(=O)CCNS(=O)(=O)c2ccc(Br)s2)cc1	i	2
Cc1nnc(NC(=O)CSc2nc3[nH]ncc3c(=O)[nH]2)s1	i	0.89
C=CCN1C(=O)/C(=C2/Sc3ccccc3N2CCCS(=O)(=O)O)SC1=S	i	-0.32
O=C(Nc1nnc(-c2cccs2)s1)c1cccc(F)c1	i	-1.9
CCCn1c(SCC(=O)Nc2nnc(CC)s2)nnc1-c1ccncc1	i	2.6
